# DSG3 Ab inh – inhibitors of pemphigus antibody binding to DSG3, primary screen, biochemical, bead-based, flow cytometry, scFv-GFP; Desmoglein-3 (Homo sapiens), P32926; DSG3-coupled beads, scFv-anti-DSG3-GFP binding; hits give low values; binding (percent of control), % at 10 µM; 0.48% of 310,000 active; AID 588358, 2011;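 active = binding more than 3 SD below its plate's average and above zero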;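 also: hits lower antibody fragment binding to DSG3; some compounds called inactive have numbers as strong as hits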
# Target sequence (P32926 whole entry, looked up, the tested form may be a part): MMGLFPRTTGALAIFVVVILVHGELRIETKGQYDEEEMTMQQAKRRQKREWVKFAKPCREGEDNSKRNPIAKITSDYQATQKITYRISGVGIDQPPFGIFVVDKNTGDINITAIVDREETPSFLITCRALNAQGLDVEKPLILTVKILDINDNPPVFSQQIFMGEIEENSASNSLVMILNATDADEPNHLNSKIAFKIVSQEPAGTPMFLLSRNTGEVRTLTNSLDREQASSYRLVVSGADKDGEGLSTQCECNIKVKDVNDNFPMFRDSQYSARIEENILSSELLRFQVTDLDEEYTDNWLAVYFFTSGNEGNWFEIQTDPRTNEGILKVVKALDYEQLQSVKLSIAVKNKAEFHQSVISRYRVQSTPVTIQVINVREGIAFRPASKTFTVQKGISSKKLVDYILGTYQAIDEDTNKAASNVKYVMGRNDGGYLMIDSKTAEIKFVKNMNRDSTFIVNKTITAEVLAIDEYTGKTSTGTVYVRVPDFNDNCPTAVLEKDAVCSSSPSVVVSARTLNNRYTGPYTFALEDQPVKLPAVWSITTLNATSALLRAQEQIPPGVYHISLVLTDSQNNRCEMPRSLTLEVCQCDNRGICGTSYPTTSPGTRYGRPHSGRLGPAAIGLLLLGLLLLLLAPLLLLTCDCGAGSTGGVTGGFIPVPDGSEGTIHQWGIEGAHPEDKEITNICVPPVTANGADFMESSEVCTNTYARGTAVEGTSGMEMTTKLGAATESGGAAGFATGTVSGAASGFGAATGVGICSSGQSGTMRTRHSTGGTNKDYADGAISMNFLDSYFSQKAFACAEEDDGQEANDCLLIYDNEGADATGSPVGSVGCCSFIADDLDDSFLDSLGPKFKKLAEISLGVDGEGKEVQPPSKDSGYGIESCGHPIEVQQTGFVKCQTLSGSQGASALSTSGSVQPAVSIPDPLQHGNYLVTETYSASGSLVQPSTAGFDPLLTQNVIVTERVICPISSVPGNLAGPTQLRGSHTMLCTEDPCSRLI
# NSD2 HMT inh – NSD2 histone methyltransferase inhibitors, primary screen, biochemical, AlphaScreen, single concentration, set 2. Histone-lysine N-methyltransferase NSD2 (Homo sapiens), O96028. NSD2 peptide methylation, 120 min. inhibition, % at 12.5 µM. 0.54% of 310,000 active; in the data active = inhibition above about 50%
# CAL PDZ FP-1 – untagged CAL PDZ binding inhibitors, primary screen, biochemical, fluorescence polarization, HTS | Golgi-associated PDZ and coiled-coil motif-containing protein (Homo sapiens), Q9HD26 | purified CAL PDZ, TMR-peptide fluorescence polarization, 1 h | inhibition, % at 24.9 µM | 0.92% of 300,000 active | AID 602252, 2012;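 active = mean inhibition of at least 30% with at least half of replicates also reaching 30%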;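 also: 0% = DMSO neutral control and 100% = excess unlabeled competitor peptide PRC23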
# Keap1-Nrf2 PPI – Keap1-Nrf2 protein-protein interaction inhibitors, primary screen, biochemical, fluorescence polarization, single point. 0.15% of 340,000 active. Keap1 Kelch-Nrf2 peptide fluorescence polarization, 1536-well. inhibition, % at 9.4 µM. Kelch-like ECH-associated protein 1 (Homo sapiens), Q14145. AID 504523, 2011; in the data active = inhibition above about 12%;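 also: human Keap1 Kelch domain with fluorescein labeled Nrf2 9mer peptide probe; 0% = neutral control wells and 100% = peptide positive control; higher means more block of Keap1 binding to Nrf2 peptide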
# Arr AP2 block – inhibitors of beta-arrestin/AP2 binding, primary screen, biochemical, GPCR trafficking, flow cytometry. beta-arrestin 1 C-terminal peptide binding to AP2 beta2-adaptin appendage (human). FITC-arrestin peptide / GST-AP2 beads; AP2 beta2 appendage carries R879A mutation. inhibition, % at 10 µM. 0.31% of 340,000 active;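 active = inhibition above a set limit, near 3 SD of compounds lacking own fluorescence, cut at about 54% in these data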;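 also: plate controls were DMSO wells for no effect and 5 µM unlabelled arrestin peptide for full effect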
#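 Assay system: GST-AP2 R879A bound to glutathione beads, E. coli-expressed; Medium: PBS with 0.05% Tween 20 and 0.1% BSA; Also added: fluorescein-tagged arrestin peptide at 50 nM final; Timing: 12 min plus 1 h, RT; Measured by: flow cytometry, FL1 (488/535 nm); Evaluation: percent drop in bead-associated FITC signal.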
# CAL PDZ FP-2 – CAL PDZ peptide-binding inhibitors, primary screen, biochemical, fluorescence polarization, Cer-tagged CAL PDZ, HTS; AID 504414, 2011; Golgi-associated PDZ and coiled-coil motif-containing protein (Homo sapiens), Q9HD26; inhibition, % at 20 µM; 0.02% of 330,000 active; purified CAL PDZ, TMR-peptide fluorescence polarization, 1 h;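 active = highest replicate inhibition of at least 40%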;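 also: plate controls were DMSO neutral control wells for no effect and unlabeled competitor peptide control wells for full effect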
#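 Assay system – tagged CAL PDZ protein CerCALP, purified · Timing – 1 h at RT · Compound – single point, 20 µM · Measured by – fluorescence polarization from S- and P-plane intensities, G-factor corrected · Evaluation – inhibition from polarization loss · Probe or stimulus – TMR reporter peptide T*-PRC34 · Buffer or medium – pH 7.4 phosphate-saline buffer, reducing agent, detergent, IgG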
# DAGLB inh – DAGLB lipase inhibitors, primary screen, biochemical, fluorescence, HTS; HEK293T DAGLB membrane lysate, EnzChek fluorogenic substrate; 0.059% of 340,000 active; Diacylglycerol lipase-beta (Homo sapiens), Q8NCG7; inhibition, % at 5.17 µM; AID 504411, 2011; in the data active = inhibition above about 34%;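 also: 0% = enzyme with vehicle and 100% = wells lacking enzyme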
# Cardiac RTF inh – cardiac RTF calcium sensitivity inhibitors, primary screen, biochemical, IANBD-TnC fluorescence, EC70 calcium | inhibition, % at 7.15 µM | 0.12% of 340,000 active | IANBD-labeled cardiac RTF, Ca2+ fluorescence;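 active = inhibition above the mean inhibition of all tested compounds plus 3 SD, cut at about 17% in these data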;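 also: assay run at fixed EC70 calcium of 1.6 mM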
# LANA DNA inh – inhibitors of KSHV C-LANA binding to DNA, primary screen, biochemical, fluorescence polarization, FAM-LBS DNA, MBP-C-LANA, single point | Kaposi's sarcoma herpesvirus LANA C-terminal domain (residues 932-1162) DNA binding | inhibition, % at 9 µM | 0.078% of 340,000 active | AID 504423, 2011;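 active = highest replicate inhibition at or above 60% at 9 µM, even if other replicates fall short; inactive = all replicates below 60% inhibition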;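 also: 0% = neutral control wells and 100% = 4 µM acridine orange control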
# V-ATPase pH – regulators of yeast V-ATPase proton pumping, primary screen, pHLuorin cytosolic pH fluorescence; response, % at 10 µM; 0.37% of 350,000 active; S. cerevisiae; AID 504577, 2011; in the data active = response mostly above about 7.3%, no sharp cut-off; inactive = mostly below about 5.4%; also: actives read high; inactives centre near 0; some compounds called inactive have numbers as strong as hits; reference of the scale not given here
# Starred values were filed as active, the others as inactive; / = not tested or not shown. These rows are one share of the data, so the mix of outcomes need not match the whole.
smiles	DSG3 Ab inh	NSD2 HMT inh	CAL PDZ FP-1	Keap1-Nrf2 PPI	Arr AP2 block	CAL PDZ FP-2	DAGLB inh	Cardiac RTF inh	LANA DNA inh	V-ATPase pH
C=CCc1c(O)c(CC)cc2c(C)cc(=O)oc12	92	1	-3	-1	11	-2.3	0	-9	1.3	3
O/N=C\c1ccc(-c2ccccc2)o1	97	0	3	-9	-1	-1.0	-2	-21	-0.3	2
Cc1ccccc1NC(=O)n1ncc2cc(Cl)ccc21	101	-5	-2	-2	22	-0.5	-4	-1	4.3	-2
Cc1cc2nc3c(c(=O)n2[nH]1)CCCC3	107	-1	1	-2	1	0.3	-1	-11	-0.3	2
CCOc1ccccc1OCC(=O)Nc1c(C)n(C)n(-c2ccccc2)c1=O	106	-4	1	0	6	0.2	-1	-3	-0.6	3
CC(=O)c1cccc(NC(=O)N(c2ccccc2)c2ccccc2)c1	115	-5	1	2	35	0.6	-1	4	0.4	-3
O=C(CSc1n[nH]c(-c2ccccc2)n1)N1CCCC1	104	-1	4	4	27	-1.7	-2	-6	4.3	2
Cc1ccc(NC(NC(=O)c2cccs2)C(Cl)(Cl)Cl)cc1C (stereo not given)	103	-1	1	1	-10	0.4	-4	-1	-1.5	-5
CCn1c(SCC(=O)N/N=C(\C)c2ccncc2)nnc1-c1ccccc1	96	1	2	-3	5	-2.3	2	-1	0.6	-4
CCO[C@H]1OC(C(=O)N2CCN(Cc3ccccc3)CC2)=C[C@@H](c2cn(C(C)=O)c3ccccc23)[C@@H]1CCCO	105	/	1	-3	0	-0.2	-2	-18	2.1	0
Cc1cc(C(=O)O)c(C)n1Cc1ccncc1	114	-2	/	-4	-8	0.1	-1	3	0.1	6
C=CCn1c(SCC(=O)Nc2c(C)cccc2C)nnc1-c1cnccn1	/	3	-4	-7	8	-0.9	-1	-1	0.7	0
Cc1ccc(Cl)cc1N1CCN(C(=O)COc2ccc(S(=O)(=O)NC(C)C)cc2)CC1	98	/	1	-8	4	-0.1	1	-7	0.5	-4
COc1ccc(OC)c(NC(=O)CSc2nnc(Cc3cccn3C)n2CCc2ccccc2)c1	98	3	/	-3	26	-0.1	2	-8	-0.2	-3
O=C(NCCCn1ccnc1)C(=O)NC1CCCCC1	115	40	3	-4	2	-0.9	1	-2	1.4	7
NNC(=O)CSCc1nc(-c2ccccc2)cs1	/	1	-2	-5	-9	-0.4	-1	3	-0.7	0
COc1cc(C=O)ccc1OC(=O)c1ccncc1	102	-6	-4	-7	2	-0.7	-3	-4	1.7	-1
Cc1noc(C)c1S(=O)(=O)N(CC(=O)NCc1ccc2c(c1)OCO2)c1ccc(C(C)C)cc1	116	/	0	-3	2	0.1	-7	1	-0.5	-1
Cc1nn(C(C)C(=O)N2CCOCC2)c(=O)c2nn(-c3ccccc3)c(C)c12 (stereo not given)	97	-3	-1	-2	1	-2.1	-4	2	0.0	0
COc1ccc(N2CC(C(=O)Nc3ccc([N+](=O)[O-])cc3Br)CC2=O)cc1 (stereo not given)	97	4	0	1	10	-0.7	-3	-10	-1.1	2
Cc1cccc(NC(=O)CN2C(=O)NC(Cc3ccccc3)C2=O)c1 (stereo not given)	96	0	/	-1	4	-0.9	3	1	-2.4	5
O=C(Nc1ccc(C(=O)N2CCOCC2)cc1)c1cccc(Br)c1	101	-3	-2	-6	2	-2.1	-2	4	-2.6	4
CCOC(=O)[C@H]1[C@H]2COc3ccc(Br)cc3[C@H]2N2C(=O)CN(Cc3ccc(C)cc3)C(=O)[C@@]12C	110	/	-1	-3	4	0.0	-6	-23	8.3	3
CCO[C@H]1OC(C(N)=O)=C[C@@H](c2ccc(Br)cc2)[C@@H]1CCCO	105	/	-3	-2	9	-2.9	4	0	-1.4	0
COc1ccc(Nc2ccncc2[N+](=O)[O-])cc1	103	-1	-1	-1	-18	-7.5	2	2	-1.3	-3
CC1CCC2(CC1)NC(=O)N(CC(=O)NC(=O)Nc1ccc3c(c1)OCCO3)C2=O (stereo not given)	105	5	-3	-2	5	-0.7	-3	-1	-0.4	12
CC1(CC(=O)Nc2ccccc2)NC(=S)N(c2ccccc2)N1 (stereo not given)	106	0	-2	-1	1	-3.1	0	-13	0.1	-1
CCN(CC)c1ccc(NC(=O)c2cncc(Br)c2)cc1	111	36	-4	-6	11	-0.7	2	15	-0.5	1
CCOC(=O)c1c(C)n(C)c2cc([N+](=O)[O-])c(O)c([N+](=O)[O-])c12	95	5	3	6	6	-0.1	3	4	-1.2	-2
CC12CC(NC(=O)N1c1cccc(C(=O)N3CCN(c4ccccc4)CC3)c1)c1ccccc1O2 (stereo not given)	99	-8	-6	0	-4	-1.7	-2	-3	-2.2	1
Cc1cc(OCC(=O)N(C)C)c2c(-c3ccccc3)cc(=O)oc2c1	/	/	-2	-3	-2	0.5	2	-7	0.6	1
Cc1ccc(C(=O)COC(=O)CN2C(=O)C3C4CC(C(Br)C4Br)C3C2=O)cc1 (stereo not given)	109	-4	0	2	8	-2.6	0	-3	1.4	3
CCN(CC)S(=O)(=O)c1ccc(C)c(NC(=S)Nc2cccc(S(=O)(=O)N3CCCCCC3)c2)c1	95	-1	-2	-1	6	-0.6	2	9	0.1	-3
O=C(CSc1nc2c(c(=O)n1-c1ccc(Cl)cc1)SCC2)N1CCOCC1	106	/	/	0	0	-1.0	-3	5	-1.1	0
CC(=O)NC(CC(C)C)C(=O)NC(Cc1ccccc1)C(=O)CCl (stereo not given)	85	-4	6	-19	4	-1.1	0	-11	0.9	1
COc1cc(C(=O)OCC(=O)NC2CC2)ccc1OCCC(C)C	/	1	1	-3	0	0.2	-1	-3	-0.5	0
CC(=O)C1=C(C)NC(=O)NC1c1cc(Br)ccc1OCC#N (stereo not given)	102	/	1	-4	14	-3.6	0	0	1.2	2
CCOC(=O)c1cnn(-c2ccccc2)c1NC(=O)CSc1nnc(-c2cccs2)n1CC	96	-1	-1	1	-5	-0.3	-1	-8	-0.7	-6
CCc1ccc(NC(=O)C2CCN(S(=O)(=O)c3cnc[nH]3)CC2)cc1	104	-3	7	2	-5	-1.1	0	-1	-1.3	0
Cc1ccc(C(=O)O)cc1NS(=O)(=O)c1ccc2c(c1)oc(=O)n2C	132	0	-7	-5	-20	0.0	0	-1	-2.3	0
Cc1ccc(C)c(C(=O)COc2ncnc3ccccc23)c1	/	-2	-1	0	-48	-1.7	-1	1	-0.8	-2
C=C1c2cc(C)ccc2NC(=O)N1c1ccccc1	87	-2	1	-2	7	-3.8	-1	-3	1.1	1
CCNC(=O)C(C)NC(=O)C1=NN(c2ccccc2)C(=O)CC1 (stereo not given)	101	-1	-5	5	-15	0.1	-4	6	1.6	1
CCN(CC)CCn1c(N)nc2ccccc21	94	10	1	-5	9	-0.8	-1	-15	-0.8	-1
Cc1cc(C)cc(-n2c(SC(C)C(=O)NCc3ccc4c(c3)OCO4)nc3ccccc3c2=O)c1 (stereo not given)	105	1	-1	-2	7	-0.5	-4	-6	-0.7	-1
Nc1nonc1-n1nnc(C(=O)N/N=C/c2ccccc2F)c1CN1CCc2ccccc21	92	1	-1	-2	-9	-2.2	0	-8	0.5	-1
C[N+](C)(CCOc1ccccc1)Cc1ccccc1	106	/	-6	-3	1	-0.1	3	10	1.5	4
CC(=O)c1cccc(N(CC(=O)N2CCCC2)S(C)(=O)=O)c1	96	-5	-1	0	22	-1.4	1	3	-1.0	2

# Entries of single compounds as entered above.
# `CCOC(=O)[C@H]1[C@H]2COc3ccc(Br)cc3[C@H]2N2C(=O)CN(Cc3ccc(C)cc3)C(=O)[C@@]12C` in the list: DSG3 Ab inh = 110; NSD2 HMT inh = /; CAL PDZ FP-1 = -1; Keap1-Nrf2 PPI = -3; Arr AP2 block = 4; CAL PDZ FP-2 = 0.0; DAGLB inh = -6; Cardiac RTF inh = -23; LANA DNA inh = 8.3; V-ATPase pH = 3
# `CC(=O)c1cccc(N(CC(=O)N2CCCC2)S(C)(=O)=O)c1` in the list: DSG3 Ab inh = 96; NSD2 HMT inh = -5; CAL PDZ FP-1 = -1; Keap1-Nrf2 PPI = 0; Arr AP2 block = 22; CAL PDZ FP-2 = -1.4; DAGLB inh = 1; Cardiac RTF inh = 3; LANA DNA inh = -1.0; V-ATPase pH = 2

# The list continues.
smiles	DSG3 Ab inh	NSD2 HMT inh	CAL PDZ FP-1	Keap1-Nrf2 PPI	Arr AP2 block	CAL PDZ FP-2	DAGLB inh	Cardiac RTF inh	LANA DNA inh	V-ATPase pH
CC1(C)CC(=O)c2cnc(N)nc2C1	102	1	-2	-4	0	-2.2	-2	-22	-3.3	-2
CN(CCOc1ccc(Cl)cc1)Cc1cccc(S(=O)(=O)N(C)C)c1	/	1	-7	1	6	-2.9	-5	1	-1.3	4
COc1ccccc1/C=C1/C(=O)N(c2ccc([N+](=O)[O-])cc2)N=C1C	116	/	8	-2	34	-0.2	3	1	-0.1	-6
CC(C)NC(=O)C1CCN(C(=O)c2ccc(-c3ccccc3)cc2)CC1	103	-1	-1	-3	10	-3.3	3	3	-0.1	-1
CCNc1nc(NCC)nc(C(=O)NN)n1	98	6	11	-5	2	/	0	-1	0.1	0
CCn1c(SCC(=O)c2ccc(Cl)cc2)nnc1-c1cccs1	101	-3	-3	-9	1	-2.0	-3	-5	-0.4	0
CCCC(=O)Nc1nc2c(c(=O)[nH]1)CCCC2	99	-4	-2	-3	5	-4.1	1	1	-0.8	-1
O=C(Nc1ccnn1C1CCN(Cc2cc(Cl)ccc2O)CC1)C1CC1	/	3	-6	1	44	-0.3	-2	-5	-0.3	1
COc1ccc(NC(=O)CN2CCC(C(N)=O)(N3CCCCC3)CC2)cc1	100	1	1	0	0	0.3	-1	5	0.7	-3
CCOC(=O)C1=C(CC)Nc2ccccc2N/C1=N\S(=O)(=O)c1ccccc1F	/	-1	-8	5	-9	-0.7	5	-4	-1.2	-1
COC(=O)C1C(=O)OC(C)(C)C1C(C)C(=O)c1ccccc1 (stereo not given)	97	-1	0	-3	3	1.8	0	-3	-0.4	0
O=C(NC1CSC/C1=N\O)c1ccccc1 (stereo not given)	82*	-3	-3	-1	14	-1.4	1	-4	0.1	-1

# High-throughput results (PubChem)
